RAD54 inh: RAD54 (human) branch migration inhibition; RAD54 Holliday junction branch migration, FAM/BHQ fluorescence; 360,000 compounds, 0.14% hits; inhibition, % at 10.4 µM; AID 602329; Q92698;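 active = mean normalized replicate activity at least 40 and at least half of replicates scoring 40 or more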;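 note: 0% = median of neutral control wells and 100% = median of positive control wells; inhibitors cause a drop in the FAM fluorescence signal; in these data hits start at about 50%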
S100A4 inh HTS: blocks human S100A4 binding to myosin IIA peptide; P26447; S100A4/TAMRA-MyoIIA peptide fluorescence polarization; inhibition, % at 10.7 µM; 360,000 compounds, 0.14% hits; AID 652163;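 active = mean inhibition of at least 70% across replicates, with every replicate also reaching that level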
Target sequence (P26447 whole entry, looked up): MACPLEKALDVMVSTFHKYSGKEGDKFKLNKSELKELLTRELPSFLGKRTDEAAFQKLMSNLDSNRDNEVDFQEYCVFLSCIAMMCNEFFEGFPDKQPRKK
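Compound dosing: one dose per compound; test system: human S100A4 monomer with TAMRA-labelled myosin IIA peptide; probe or stimulus: TAMRA-labelled myosin IIA heavy-chain peptide probe, 5 nM; medium: HEPES buffer with Ca2+, pH 7.2; schedule: 5 min incubation before reading; benchmarks: neutral control DMSO, positive control TFP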
esBAF inh: inhibitors of esBAF chromatin remodeling in mouse ES cells | Bmi1-luciferase knock-in reporter, 24 h; 100% = twice the neutral-well signal | reporter increase, % at 12.5 µM | 350,000 compounds, 2% hits | AID 602393; in the data active = activation above about 40%;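 note: 0% = median of the plate's neutral control wells and 100% = double that signal; a rise in the Bmi1 reporter signal indicates esBAF inhibition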
E-selectin induc: induces E-selectin expression in human endothelial cells; P16581; HUVEC E-selectin immunofluorescence imaging; normalized: neutral wells 0, TNF-alpha wells 100; activation, % at 7.58 µM; 260,000 compounds, 0.37% hits; AID 686992;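 active = mean E-selectin-positive cell signal at least 10% of the positive control, reached in at least 60% of replicates, without over 20% cell loss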;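 note: in these data hits start at about 27%; measured in HUVEC primary endothelial cells; signal is the percent of cells scored E-selectin positive by PE staining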
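Test system – human umbilical vein endothelial cells (HUVEC), E-selectin induction · Input – 3,000 HUVEC seeded per well · Buffer or medium – EGM-2, gelatin · Compound dosing – single-point compound dose · Detection – immunofluorescence imaging · Measure – percent E-selectin-positive cells · Controls – TNF-alpha high, DMSO low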
ERp5 block: blocks human ERp5 reductase activity on insulin; inhibition, % at 9.99 µM; Q15084; 350,000 compounds, 0.05% hits; ERp5 insulin aggregation, absorbance 650 nm, 90 min;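 active = mean replicate inhibition above about 25%, with every replicate also reaching it, limit read from the data, passing the limit was not always enough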
RAD52 anneal inh: RAD52 (human) annealing inhibition. inhibition, % at 18.7 µM. 360,000 compounds, 0.46% hits. AID 651710. recombinant RAD52 DNA annealing, FRET fluorescence. P43351;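 active = every replicate showing at least 50% inhibition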
ERAP1 HTS inh: blocks human ERAP1 aminopeptidase activity; Q9NZ08; recombinant ERAP1, Leu-AMC fluorescence, 60 min; inhibition, % at 10.7 µM; 340,000 compounds, 0.15% hits;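 active = mean replicate inhibition of at least 30%, or all replicates individually reaching that 30% level; inactive = mean below 30% and not every replicate reaching it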;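 note: 0% = neutral control wells and 100% = L-leucinethiol positive control wells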
Target sequence (Q9NZ08 whole entry, looked up): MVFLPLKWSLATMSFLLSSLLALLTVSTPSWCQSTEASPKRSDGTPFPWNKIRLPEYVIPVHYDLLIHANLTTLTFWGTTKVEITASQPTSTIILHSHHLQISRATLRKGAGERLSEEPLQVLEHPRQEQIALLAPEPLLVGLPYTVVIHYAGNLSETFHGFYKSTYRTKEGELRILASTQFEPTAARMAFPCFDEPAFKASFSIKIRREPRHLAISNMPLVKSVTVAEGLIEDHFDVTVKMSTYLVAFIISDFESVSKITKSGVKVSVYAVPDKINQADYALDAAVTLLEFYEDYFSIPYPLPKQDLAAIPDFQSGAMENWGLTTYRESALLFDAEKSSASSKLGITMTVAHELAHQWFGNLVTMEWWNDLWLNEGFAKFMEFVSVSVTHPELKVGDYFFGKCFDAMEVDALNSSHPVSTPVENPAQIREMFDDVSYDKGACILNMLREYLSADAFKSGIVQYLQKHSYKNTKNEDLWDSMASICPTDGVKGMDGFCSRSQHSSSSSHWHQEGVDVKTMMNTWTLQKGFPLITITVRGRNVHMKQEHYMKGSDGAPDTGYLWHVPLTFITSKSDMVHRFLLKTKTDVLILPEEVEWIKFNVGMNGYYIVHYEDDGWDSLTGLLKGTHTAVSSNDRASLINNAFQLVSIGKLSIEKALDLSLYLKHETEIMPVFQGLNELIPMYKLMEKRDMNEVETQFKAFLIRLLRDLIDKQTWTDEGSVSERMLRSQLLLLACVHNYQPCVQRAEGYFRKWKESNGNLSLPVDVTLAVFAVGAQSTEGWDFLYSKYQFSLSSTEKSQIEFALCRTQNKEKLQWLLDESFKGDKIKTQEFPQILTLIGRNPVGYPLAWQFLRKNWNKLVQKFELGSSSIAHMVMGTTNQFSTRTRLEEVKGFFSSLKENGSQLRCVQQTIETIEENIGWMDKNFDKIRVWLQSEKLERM
XiGFP reactiv: activators of X-chromosome reactivation in mouse fibroblasts; XiGFP mouse fibroblasts, % GFP-positive cells imaging, 3 d; cells co-treated with 5-aza-dC sensitizer; scaled so ellipticine positive control = 100%; activation, % at 7.58 µM; 360,000 compounds, 0.055% hits;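 active = mean normalized replicate activation at least 10% and every replicate at or above 10%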;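 note: 0% = median of on-plate neutral control wells and 100% = ellipticine 6 µM median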
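System: SV40-immortalized XiGFP fibroblast cells, line 68-5-11 / Incubation: 3-day compound exposure, then 15 min fixation at room temperature / Compound: single concentration per compound, delivered by pin transfer / Buffer or medium: DMEM plus 5-aza-dC sensitizer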
Numbers without * were called inactive; . = no result given; & = joins results of further samples.

[1] CC=Cc1ccc2n(c1=O)C[C@@H]1[C@@H](CO)[C@H](C(=O)N3CCCCC3)N(CC3CC3)[C@H]21 (mixture of isomers)
[2] C[C@H](CO)N1C[C@H](C)[C@@H](CN(C)S(=O)(=O)c2ccccc2)Oc2c(NC(=O)Nc3cccc4ccccc34)cccc2C1=O
[3] Cc1ccc(OC(=O)c2ccc3c(=O)n4c(nc3c2)CCC4)cc1
[4] CC1S/C(=N\N=C\c2cccc([N+](=O)[O-])c2)N(C(C)(C)C)C1=O (centres undefined)
[5] CCOc1ccc(CCNC(=O)Cn2ncn3nc(-c4ccc(OC)cc4)cc3c2=O)cc1OCC
[6] CN(C)c1ccc(C=NCCC2(c3ccccc3)CCOC(C)(C)C2)cc1 (centres undefined)
[7] O=C(NCCc1ccccc1)[C@@H]1[C@@H](CO)[C@@H]2Cn3c(ccc(-c4cccc(F)c4)c3=O)[C@H]1N2
[8] COc1ccc(C(=NNc2ccccc2C(=O)O)c2ccc(OC)cc2)cc1
Screen / compound no.,1,2,3,4,5,6,7,8
RAD54 inh,-7,1,4,.,1,-12,-4,3
S100A4 inh HTS,-4,2,-7,2,2,5,5,-3
esBAF inh,-1,-8,-27,.,11,.,2,.
E-selectin induc,-0.1,-0.4,3.7,.,-0.1,.,-0.2,-0.1
ERp5 block,0,1,3,4,3,-1,-1,-9
RAD52 anneal inh,-36,-3,-4,-6,-2,-33,-9,-17
ERAP1 HTS inh,-1,1,2,-2,-2,-6,0,4
XiGFP reactiv,0.4,0.3,0.2,-0.1,-0.1,-0.1,0.2,0.0

[9] COc1ccc(OC)c(NC(=O)NNC(=O)COc2ccc(-c3ccccc3)cc2)c1
[10] CCCCNC(=O)C1C(c2ccccc2)=Nc2ccccc2N1C(=O)c1ccc2c(c1)OCO2 (centres undefined)
[11] C[C@@H]1CN([C@@H](C)CO)C(=O)Cc2cc(NS(C)(=O)=O)ccc2O[C@@H]1CN(C)Cc1ccc(C(=O)O)cc1
[12] CCc1cc(C(=O)Nc2nnc(C3CC3)s2)sc1C
[13] C[C@H]1CN([C@@H](C)CO)C(=O)c2cc(-c3cccc(F)c3)cnc2O[C@H]1CN(C)C(=O)C1CCCCC1
[14] CCCc1cc2c(cc1NC(=O)c1ccc(C(C)(C)C)cc1)OCO2
[15] COc1cccc(C(=O)Nc2ccc3c(c2)C(=O)N(C)[C@H]2CC[C@@H](CC(=O)NCC(F)(F)F)O[C@H]2CO3)c1
[16] COc1ccccc1OCCC(=O)OCC(=O)c1c(N)n(C)c(=O)n(C)c1=O
Screen / compound no.,9,10,11,12,13,14,15,16
RAD54 inh,-3,.,-2,3,-17,4,1,1
S100A4 inh HTS,-1,-6,0,-4,3,-1,4,2
esBAF inh,-16,.,2,53*,-4,23,8,-11
E-selectin induc,3.5,0.0,0.4,.,0.3,.,0.2,-0.1
ERp5 block,-12,6,1,-19,2,-1,-2,-7
RAD52 anneal inh,-4,-20,-3,-19,4,-19,9,-6
ERAP1 HTS inh,-4,-1,-2,3,2,0,1,-4
XiGFP reactiv,0.5,0.6,0.1,0.0,-0.3,0.0,0.1,0.0

As entered above.
Result of CC1S/C(=N\N=C\c2cccc([N+](=O)[O-])c2)N(C(C)(C)C)C1=O (centres undefined) in XiGFP reactiv: -0.1
Result of C[C@H]1CN([C@@H](C)CO)C(=O)c2cc(-c3cccc(F)c3)cnc2O[C@H]1CN(C)C(=O)C1CCCCC1 in esBAF inh: -4

(more compounds)
[17] Cc1ccc(S(=O)(=O)N(C)C[C@H]2OCc3ccccc3-c3ccccc3C(=O)N([C@@H](C)CO)C[C@H]2C)cc1
[18] Cc1ccc(NC(=O)CN(C)C(=O)COC(=O)CNS(=O)(=O)c2ccc(Br)cc2Cl)cc1
[19] COc1ccc(C(C(=O)Nc2c(C)cccc2C)N2CCN(c3ccc(C)cc3)CC2)cc1 (centres undefined)
[20] COc1ccc(S(=O)(=O)N2CCOCC2)cc1NC(=O)c1ccc(OCC(C)C)c(OC)c1
[21] O=C(Cc1ccc(F)cc1)OCN1C(=O)c2ccccc2C1=O
[22] CS/C(N)=N/N=C/c1cc(Br)cc(Br)c1O
[23] COc1ccc2c3c([nH]c2c1)[C@@H](CO)N(C(=O)c1ccc(F)cc1)CC31CN(C(=O)CC2CC2)C1
[24] C=CCOc1ccc(C2C(C(=O)c3ccco3)=C(O)C(=O)N2c2nnc(C)s2)cc1 (centres undefined)
Screen / compound no.,17,18,19,20,21,22,23,24
RAD54 inh,-1,-17,.,4,-4,2,.,-6
S100A4 inh HTS,-3,1,-2,4,2,-1,-35,1
esBAF inh,-1,.,.,6,-15,.,.,10
E-selectin induc,-0.8,.,0.2,-1.0,.,-0.4,0.6,-1.4
ERp5 block,-7,1,-3,1,0,0,-5,-4
RAD52 anneal inh,16,-4,-13,-3,0,9,-6,-47
ERAP1 HTS inh,-1,-2,.,0,1,3,2,13
XiGFP reactiv,-0.1,0.2,0.0,0.0,0.0,0.0,0.1,0.1

[25] CCN(CC)c1ccc(C(=C2C=CC(=[N+](CC)CC)C=C2)c2ccc(S(=O)(=O)O)cc2S(=O)(=O)[O-])cc1
[26] O=C(c1ccco1)N1CCN(C(=O)N2CCCC2)CC1
[27] CS(=O)(=O)N1[C@@H]2c3ccc(-c4cccc(F)c4)c(=O)n3C[C@H]1[C@H](CO)[C@H]2C(=O)N1CCCCC1
[28] COc1ccc(NC(=O)N[C@@H]2CC[C@@H](CCn3cc(C4(O)CCCC4)nn3)O[C@H]2CO)cc1
[29] Cc1nn(-c2ccccc2)c(C)c1NC(=O)COC(=O)Cc1ccccc1F
[30] O=C(O)c1nnn(-c2cc(C(F)(F)F)cc(C(F)(F)F)c2)c1-c1ccccc1
[31] C[C@@H]1CN([C@H](C)CO)C(=O)c2cc(-c3cccc(F)c3)cnc2O[C@@H]1CN(C)C(=O)c1cccc(F)c1
[32] C/C(Cc1ccccc1)=N\NC(=O)CNC(=O)c1ccccc1
Screen / compound no.,25,26,27,28,29,30,31,32
RAD54 inh,-15,-5,-3,3,4,-8,4,8
S100A4 inh HTS,7,-5,5,6,0,1,3,-3
esBAF inh,-34,-8,0,-3,-4,4,5,.
E-selectin induc,.,-0.2,7.2,0.2,.,-0.3,0.5,.
ERp5 block,1,2,6,1,-3,-1,2,4
RAD52 anneal inh,-22,-2,5,-12,-9,-13,8,-8
ERAP1 HTS inh,3,.,-1,0,0,5,1,-2
XiGFP reactiv,0.0,.,0.2,0.0,0.0,-0.1,-1.3,0.0

[33] CC(=O)Nc1ccc(S(=O)(=O)NNC(=O)COc2ccc(C)cc2)cc1
[34] O=C(Nc1ccc(Cl)cc1)OCc1cn(-c2ccccc2)nn1
[35] CC(=NNC(=S)N1CC2CCC(CC2)C1)c1ccccn1
[36] CCc1sc(N2[C@H](C#N)[C@H](c3ccccc3-c3ccc(F)cc3)[C@H]2CO)nc1C
[37] Cc1nnc(SCCn2c(N3CCCC(C)C3)nc3c2c(=O)n(C)c(=O)n3C)s1 (centres undefined)
[38] CC[N+](C)(CC)CCC/C(=N/O)C(O)(c1ccccc1)c1ccccc1
[39] COc1ccc(C(NCC(=O)NC(C)c2ccc(Cl)cc2)c2ccccc2)cc1 (centres undefined)
[40] S=C(NCc1cccs1)NCC1CCCO1 (centres undefined)
Screen / compound no.,33,34,35,36,37,38,39,40
RAD54 inh,.,.,5,.,2,-8,-5,.
S100A4 inh HTS,-7,-3,1,5,1,2,-1,-1
esBAF inh,.,-1,.,.,6,.,-6,.
E-selectin induc,0.0,.,-0.1,-0.1,0.2,.,.,.
ERp5 block,-4,8,-2,0,3,-1,5,-2
RAD52 anneal inh,7,-37,-5,-5,-7,-13,-18,-20
ERAP1 HTS inh,6,1,-2,2,-5,.,0,1
XiGFP reactiv,0.0,0.1,2.0,0.0,-0.3,-0.1,0.1,0.0

[41] CC1CCCCN1C(=O)COC(=O)c1ccc2ccccc2n1 (centres undefined)
[42] CN(C)c1ccc(N=Nc2ccccc2C(=O)OCC(=O)Nc2ccccc2C(F)(F)F)cc1
[43] Cc1ccc(S(=O)(=O)N(C)C[C@@H]2Oc3cc(C4=CCCC4)ccc3S(=O)(=O)N([C@@H](C)CO)C[C@@H]2C)cc1
[44] C/C(=N\N1CCN(Cc2ccc(C)cc2)CC1)c1ccco1
[45] O=C(C[C@H]1C[C@H]2c3cc(NC(=O)NC4CCCC4)ccc3O[C@H]2[C@H](CO)O1)NCc1ccc(-c2ccccc2)cc1
[46] COc1cccc(NC(=O)Cn2nc(Cc3cccnc3)c3ccccc3c2=O)c1
[47] CC(C)(C)[S@@](=O)N1Cc2cc(C(=O)N3CCCCC3)nc(-c3cccc(-c4ccc(C#N)cc4)c3)c2[C@H]1CCO
[48] CCN1Cc2cc(OC)ccc2-c2ccccc2S1(=O)=O
Screen / compound no.,41,42,43,44,45,46,47,48
RAD54 inh,-7,-5,9,.,11,-10,10,-4
S100A4 inh HTS,7,-3,1,-2,19,-3,-34,32
esBAF inh,0,54*,2,.,6,2,-3,5
E-selectin induc,.,0.5,-0.1,.,-0.1,0.1,0.1,-0.5
ERp5 block,-3,-1,-5,1,-1,1,2,-1
RAD52 anneal inh,-3,-5,7,-6,-1,-6,-6,-7
ERAP1 HTS inh,-2,-1,0,1,-4,2,2,0
XiGFP reactiv,0.0,0.5,-0.2,0.7,0.5,0.0,0.3,-0.1

[49] CSc1ccccc1NC(=O)COC(=O)Cc1cccs1
[50] CC1=NN(c2ccccc2)C(=O)/C1=C/c1cccc(C)c1
[51] CC1(C(=O)NCc2ccc(Cl)cc2)CCN1C(=O)Cc1ccc(Cl)cc1Cl (centres undefined)
[52] O=S(=O)(Nc1ccc2ccccc2n1)c1ccc2c(c1)CCO2
[53] COC(=O)[C@H](CC(C)C)NC(=O)Nc1ccc(F)cc1
[54] COC(CN(C(=O)CCl)C(C(=O)NC1CCCCC1)c1ccccc1C)OC (centres undefined)
[55] Cc1cccc(NC(=O)c2cccc(C(F)(F)F)c2)c1
[56] N/N=C1\CCCc2nonc21
[57] NC(=O)/C(=C\c1ccccc1)NC(=O)c1ccc(NC(=O)c2ccccc2)cc1
[58] COc1ccc(S(=O)(=O)N(C)C[C@H]2Oc3ccc(NC(=O)C4CC4)cc3C(=O)N([C@H](C)CO)C[C@@H]2C)cc1
[59] COc1cccc(COC(=O)c2sc3nc4n(c(=O)c3c2C)CCC4)c1OC
Screen / compound no.,49,50,51,52,53,54,55,56,57,58,59
RAD54 inh,.,-8,-11,.,.,.,.,.,.,-1&0,.
S100A4 inh HTS,-1,-5,5,-2,3,-2,-2,0,0,-4&0,0
esBAF inh,.,-9,2,.,.,.,.,.,.,4&-5,.
E-selectin induc,1.2,-0.1,-0.3,.,0.0,-0.1,.,.,.,0.7&0.2,.
ERp5 block,-1,2,5,-4,2,1,4,0,.,0&2,5
RAD52 anneal inh,6,-7,9,-5,5,-12,-6,3,-16,11&-4,-52
ERAP1 HTS inh,-6,-1,-1,6,.,-5,-1,4,4,4&-2,4
XiGFP reactiv,0.0,0.0,0.2,0.2,0.0,0.2,0.0,0.1,0.0,-0.3&0.4,0.1

Source: PubChem BioAssay
